# RORa activator = RORA (human) activation; P35398; AID 560; CHO-K1 Gal4-RORA LBD luciferase reporter, luminescence; percent increase over mock-subtracted basal signal; 65,000 compounds, 1.5% hits; activation, % at 10 µM;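 active = activation above the mean of all tested compounds plus 3 SD, cut at about 49% in these data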;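 note: 0% = DMSO-treated RORA cells and 100% = added signal equal to DMSO minus mock-transfected cells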
# E coli RNAP = blocks E. coli RNA polymerase transcription | AID 559 | fluorescence transcription assay | 62,000 compounds, 0.2% hits | inhibition, %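 (tested at 10 µM)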; in the data active = inhibition above about 20%;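 note: 0% = enzyme without compound and 100% = no enzyme blank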
# JNK3 inh = JNK3 (human) kinase inhibition; AID 746; purified JNK3 kinase activity, HTS; 60,000 compounds, 0.61% hits; inhibition, % at 8 µM; P53779; in the data active = inhibition above about 17%;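 note: 0% = DMSO and 100% = reference inhibitor; many of its hits are not listed in these tables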
# CatB mixtures = inhibitors of human cathepsin B in compound mixtures | AID 488 | 62,000 compounds, 0.06% hits | Purified cathepsin B, AMC dipeptide fluorescence | P07858 | inhibition, %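 (ten-compound pools at 5 µM per compound and 50 µM total)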; in the data active = inhibition above about 22%, passing the limit was not always enough;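 note: 0% = enzyme without compound and 100% = no enzyme blank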
# CatS inh = blocks human cathepsin S protease activity; P25774; recombinant cathepsin S, AMC dipeptide fluorescence, pooled mixtures; inhibition, %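 (tested at 5 µM per compound within 10-compound mixtures)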; 62,000 compounds, 0.06% hits; AID 501; in the data active = inhibition above about 32%, passing the limit was not always enough;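 note: 0% = enzyme without compound and 100% = blank without enzyme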
# AP ELISA ortho = orthogonal test for alternative complement pathway inhibitors; Human serum alternative complement pathway, LPS-coated ELISA, C3 deposition; tested in compound mixtures; inhibition, % at 5 µM; 62,000 compounds, 0.08% hits; AID 1235;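 active = inhibition above 30% in each of the two pooled mixtures holding the compound, so the lower value exceeds 30%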;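 note: 0% = serum in Mg-EGTA without compound and 100% = EDTA serum blank; some compounds past the cut are filed as inactive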
#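 Medium: diluted human serum in Mg2+-EGTA GVB++. Assay system: human serum complement alternative pathway, C3 deposition onto LPS. Also added: Plate-bound LPS. Technique: Anti-C3 ELISA, OD 450 nm. Measure: percent inhibition. Incubation: 1 h at 37 °C. Dosing: 5 µM each compound, pools of ten, 50 µM per pool.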
# CatB block = blocks human cathepsin B protease activity; 63,000 compounds, 0.1% hits; inhibition, %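 (tested at 10 µM)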; P07858; purified cathepsin B, fluorogenic substrate, fluorescence; in the data active = inhibition above about 21%;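 note: 0% = enzyme with no compound and 100% = no enzyme blank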
# ROCK2 blocker = ROCK2 (human) kinase inhibition | O75116 | purified ROCK2, Kinase-Glo ATP depletion luminescence | inhibition, % at 6 µM | 60,000 compounds, 0.35% hits | AID 604;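 active = inhibition above the screen-wide mean inhibition plus 3 SD, cut at about 18% in these data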;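 note: plate controls were DMSO wells for no effect and Y-27632 control wells after no-enzyme background subtraction for full effect; many of its hits are not listed in these tables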
# Target sequence (O75116 whole entry, looked up): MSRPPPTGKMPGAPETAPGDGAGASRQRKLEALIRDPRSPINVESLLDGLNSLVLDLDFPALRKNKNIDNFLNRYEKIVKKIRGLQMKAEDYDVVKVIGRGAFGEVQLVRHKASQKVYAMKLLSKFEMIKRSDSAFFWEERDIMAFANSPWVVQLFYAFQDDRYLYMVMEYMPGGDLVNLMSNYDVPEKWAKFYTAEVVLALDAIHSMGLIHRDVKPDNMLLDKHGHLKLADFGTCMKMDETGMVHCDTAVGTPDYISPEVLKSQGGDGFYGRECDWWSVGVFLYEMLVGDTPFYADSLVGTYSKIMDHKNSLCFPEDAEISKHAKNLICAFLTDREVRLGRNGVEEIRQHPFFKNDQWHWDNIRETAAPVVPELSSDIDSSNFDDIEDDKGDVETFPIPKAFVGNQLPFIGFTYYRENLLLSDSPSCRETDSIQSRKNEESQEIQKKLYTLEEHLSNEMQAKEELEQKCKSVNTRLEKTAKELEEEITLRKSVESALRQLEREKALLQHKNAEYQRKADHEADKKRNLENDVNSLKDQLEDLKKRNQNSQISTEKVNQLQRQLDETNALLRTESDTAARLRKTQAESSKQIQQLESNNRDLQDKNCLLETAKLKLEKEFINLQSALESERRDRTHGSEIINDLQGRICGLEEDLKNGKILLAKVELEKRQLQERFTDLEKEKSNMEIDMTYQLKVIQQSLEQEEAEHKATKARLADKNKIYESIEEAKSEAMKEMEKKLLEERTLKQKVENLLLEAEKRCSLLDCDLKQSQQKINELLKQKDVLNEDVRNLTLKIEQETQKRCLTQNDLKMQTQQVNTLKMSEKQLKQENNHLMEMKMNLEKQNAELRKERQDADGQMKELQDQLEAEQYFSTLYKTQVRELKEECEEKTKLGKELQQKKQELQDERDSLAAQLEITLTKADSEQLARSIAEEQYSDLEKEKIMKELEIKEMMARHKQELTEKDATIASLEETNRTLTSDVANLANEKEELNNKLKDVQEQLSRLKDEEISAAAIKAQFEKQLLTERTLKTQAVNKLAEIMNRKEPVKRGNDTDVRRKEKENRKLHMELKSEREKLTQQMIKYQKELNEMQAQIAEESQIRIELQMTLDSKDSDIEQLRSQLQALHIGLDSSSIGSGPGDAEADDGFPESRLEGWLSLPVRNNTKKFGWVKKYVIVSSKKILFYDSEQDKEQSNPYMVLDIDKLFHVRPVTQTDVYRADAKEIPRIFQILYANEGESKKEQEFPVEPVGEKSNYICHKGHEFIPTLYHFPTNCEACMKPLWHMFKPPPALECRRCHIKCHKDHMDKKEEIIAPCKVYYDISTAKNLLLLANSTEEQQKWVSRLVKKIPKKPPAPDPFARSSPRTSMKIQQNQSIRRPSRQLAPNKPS
# PKA kinase inh = blocks human protein kinase A activity; 65,000 compounds, 0.1% hits; inhibition, % at 6 µM; PKA Kemptide phosphorylation, Kinase-Glo ATP luminescence;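 active = inhibition above the screen-wide mean inhibition plus 3 SD, cut at about 21% in these data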; note: many of its hits are not listed in these tables
# * marks the source's active call; other numbers are inactive results; · = no result given.
1	CCCc1n[nH]c2c1C(=O)C(C(=O)OC)C(C)(C)C2 (stereo not given)
2	COc1cccc(CNc2ccc(S(=O)(=O)Nc3nccs3)cc2)c1O
3	Cc1cc(NS(=O)(=O)c2ccc(Br)s2)no1
4	CCN(CC)S(=O)(=O)c1ccc2oc(C(=O)NCc3ccc(F)cc3)c(C)c2c1
5	CCOC(=O)c1cc(-c2ccc(F)cc2)n(CC(=O)N2CCCC2)c1C
6	COc1cc(CN2CCC(C(=O)N3CCN(c4ccccc4F)CC3)CC2)cc(OC)c1O
7	O=C(Cc1coc(-c2ccc(F)cc2)n1)N1CCOCC1
8	Brc1ccccc1-c1nnc(CSc2nncn2-c2ccccc2)o1

Assay by compound,1,2,3,4,5,6,7,8
RORa activator,-14,-4,-6,27,-11,-6,20,11
E coli RNAP,9,-10,·,5,4,-3,-1,6
JNK3 inh,0,·,1,·,3,-1,-4,-2
CatB mixtures,0,-7,·,5,-2,2,-2,2
CatS inh,-6,-9,·,4,10,-4,2,12
AP ELISA ortho,-1,17,·,13,0,0,7,-10
CatB block,6,1,·,3,3,4,0,7
ROCK2 blocker,0,·,8,·,7,1,-2,4
PKA kinase inh,-1,-3,10,8,8,6,-3,8

9	CC(C)C12CN3CC(C(C)C)(CN(C1)C31C(=O)Nc3ccccc31)C2=O (stereo not given)
10	O=C(CCn1nnc2ccccc21)Nc1nnc(Cc2ccc(F)cc2)s1
11	CCOC(=O)c1sc(C)c(C(N)=O)c1NC1=NCCCCC1
12	Cc1cc(C)nc(N2CCC(C(=O)Nc3nnc(C)s3)CC2)n1
13	COc1ccc(N2CC(C(=O)Nc3ccc4c(c3)OCO4)CC2=O)cc1 (stereo not given)
14	O=C(COc1ccc2c3c(c(=O)oc2c1)CCC3)c1ccc2c(c1)OCO2
15	O=C(c1cccc(F)c1)n1nnc2ccccc21
16	CCn1c2ccccc2c2nnc(SCC(=O)c3ccccc3)nc21

Assay by compound,9,10,11,12,13,14,15,16
RORa activator,2,-7,-6,1,7,-18,17,10
E coli RNAP,9,0,-1,2,-2,7,6,10
JNK3 inh,3,1,4,2,5,-3,10,-6
CatB mixtures,-3,-3,-2,3,-1,1,4,2
CatS inh,1,5,20,-2,8,11,15,13
AP ELISA ortho,0,5,8,1,-13,-9,-8,8
CatB block,-2,-3,-1,-1,2,0,7,3
ROCK2 blocker,11,1,0,0,1,6,-2,5
PKA kinase inh,6,0,-3,4,-2,7,4,9

17	O=C(O)c1cc(O)c2c(c1)C(=O)c1cccc(O)c1C2=O
18	N#Cc1cccc2cnccc12
19	Cc1cc2c(c(=O)o1)C1(C(=O)N(CC(=O)O)c3ccccc31)C(C#N)=C(N)O2 (stereo not given)
20	CCOC(=O)c1sc2nc(NC(=O)COc3ccccc3)sc2c1C
21	Cn1nnnc1SCC(=O)NCCCc1ccccc1
22	O=C(CN1C(=O)c2ccccc2C1=O)Nc1nnc(C2CCCO2)s1 (stereo not given)
23	CCOc1cc(-n2cnnn2)c(OCC)cc1NC(=O)c1cnccn1
24	CCOC(NC(=O)c1ccccc1)C(NC(=O)c1ccccc1)OCC (stereo not given)

Assay by compound,17,18,19,20,21,22,23,24
RORa activator,-28,8,-6,6,12,-14,-12,-3
E coli RNAP,9,3,3,-3,4,-4,6,13
JNK3 inh,0,5,0,4,-3,0,-1,3
CatB mixtures,4,0,1,3,-1,-3,2,-1
CatS inh,-1,0,-8,18,-9,6,0,0
AP ELISA ortho,21,24,17,-16,2,-5,13,-9
CatB block,5,0,0,2,-1,-5,2,3
ROCK2 blocker,4,14,0,5,4,-3,6,7
PKA kinase inh,-1,18,-2,4,12,-2,6,5

25	CCSc1nnc(NC(=O)CSc2nnc(-c3c[nH]c4ccccc34)n2C)s1
26	CCOC(=O)C(NC(=O)c1ccc(OC)cc1)(OCC1(CC)COC1)C(F)(F)F (stereo not given)
27	COC(=O)c1cc(-c2ccc(OC)c(OC)c2)n[nH]1
28	COc1ccc(Cl)cc1N(CC(=O)Nc1ccccc1SC)S(C)(=O)=O
29	COc1cccc(C2=CC(c3cccc(OC)c3OC(F)F)n3nnnc3N2)c1 (stereo not given)
30	Cc1cccc(C)c1NC(=O)Cn1c(=O)n(CCC(=O)NCc2ccco2)c(=O)c2sccc21
31	CCOC(=O)Cn1nnnc1CN(Cc1ccc(OC)cc1)Cc1cc2cc(C)cc(C)c2[nH]c1=O
32	COCCOC(=O)C1=C(C)N=C2SCCC(=O)N2C1/C=C/c1ccccc1 (stereo not given)

Assay by compound,25,26,27,28,29,30,31,32
RORa activator,7,-3,1,-4,29,15,26,3
E coli RNAP,7,7,8,-4,7,6,-1,9
JNK3 inh,7,-2,·,7,-5,2,3,1
CatB mixtures,-3,7,2,1,3,1,9,-1
CatS inh,11,1,7,-1,13,0,13,17
AP ELISA ortho,-7,14,-1,11,-3,7,1,-6
CatB block,-3,0,5,7,6,6,8,3
ROCK2 blocker,2,-2,·,-3,11,3,-5,-1
PKA kinase inh,2,-8,8,-5,9,9,1,8

# As a short view, part of the list above:
25	CCSc1nnc(NC(=O)CSc2nnc(-c3c[nH]c4ccccc34)n2C)s1
26	CCOC(=O)C(NC(=O)c1ccc(OC)cc1)(OCC1(CC)COC1)C(F)(F)F (stereo not given)
27	COC(=O)c1cc(-c2ccc(OC)c(OC)c2)n[nH]1
28	COc1ccc(Cl)cc1N(CC(=O)Nc1ccccc1SC)S(C)(=O)=O
29	COc1cccc(C2=CC(c3cccc(OC)c3OC(F)F)n3nnnc3N2)c1 (stereo not given)

Assay by compound,25,26,27,28,29
RORa activator,7,-3,1,-4,29
E coli RNAP,7,7,8,-4,7
JNK3 inh,7,-2,·,7,-5
CatB mixtures,-3,7,2,1,3
CatS inh,11,1,7,-1,13
AP ELISA ortho,-7,14,-1,11,-3
CatB block,-3,0,5,7,6
ROCK2 blocker,2,-2,·,-3,11
PKA kinase inh,2,-8,8,-5,9

# Carrying on:
33	CC(=O)Nc1ccc(S(=O)(=O)N(C)CC(=O)Nc2ccccc2N2CCOCC2)cc1
34	O=C(NCc1cccs1)C(Cc1ccccc1)NS(=O)(=O)c1cccs1 (stereo not given)
35	CCNc1nc(NCc2ccccc2)nc(Oc2ccc(=O)[nH]n2)n1
36	Cc1ccc(Cn2c(Sc3nnc(C)s3)nc3c2c(=O)[nH]c(=O)n3C)cc1
37	CCN(CC)CCCN1C(=O)C(O)=C(C(=O)c2ccc(C)o2)C1c1ccco1 (stereo not given)
38	CCOc1ccccc1C1C(C(=O)OC)=CN(C)C=C1C(=O)OC
39	CCCS(=O)(=O)N1CCC(C(=O)NCCCOC(C)C)CC1
40	CCOC(=O)c1ccc(S(=O)(=O)N2CCN(S(=O)(=O)CC)CC2)cc1

Assay by compound,33,34,35,36,37,38,39,40
RORa activator,2,2,-16,16,4,20,21,11
E coli RNAP,2,-4,-3,6,-7,-21,5,-1
JNK3 inh,2,·,-10,-7,2,-1,8,2
CatB mixtures,3,-2,-14,3,-3,-5,-2,4
CatS inh,5,-10,-10,-1,-8,0,-17,1
AP ELISA ortho,-14,4,-14,18,-7,1,23,13
CatB block,4,1,-4,0,0,-9,5,2
ROCK2 blocker,1,·,5,2,8,-1,8,1
PKA kinase inh,3,8,10,-4,12,-5,6,3

41	COc1ccc(OC)c(CNC(=O)C2CCCN(c3nc4ccccc4o3)C2)c1 (stereo not given)
42	COc1ccccc1Nc1ncc(C(C)=O)c(C)n1
43	COc1ccc2c(c1)C(C)=CC(C)(C)N2C(=O)CNCc1ccc2c(c1)OCO2
44	O=C(CCC1COc2ccccc2O1)NCc1ccco1 (stereo not given)
45	CCCCCCc1c(O)c2ccccc2[nH]c1=O
46	Cc1nn(-c2ccccc2)c(C)c1C(=O)OCC(=O)Nc1ccc2c(c1)OCO2
47	COc1ccc(C(c2nnnn2Cc2ccccc2)N2CCN(c3nc4ccccc4s3)CC2)cc1 (stereo not given)
48	COc1cc2nc(NCCN3CCOCC3)n3nc(-c4ccccc4)nc3c2cc1OC

Assay by compound,41,42,43,44,45,46,47,48
RORa activator,-33,38,5,-9,-2,-5,26,16
E coli RNAP,10,7,3,2,-2,9,3,0
JNK3 inh,2,9,-2,6,1,·,-2,1
CatB mixtures,4,4,-3,5,-5,5,5,-2
CatS inh,8,-2,-10,19,17,16,-5,-6
AP ELISA ortho,6,17,8,-15,19,6,17,9
CatB block,8,-6,1,7,0,0,0,3
ROCK2 blocker,3,1,4,2,-1,·,7,-1
PKA kinase inh,5,8,5,8,-4,-7,4,-4

49	COc1cc(C2NC(=O)NC(c3ccccc3)=C2C(C)=O)ccc1OCC(=O)O (stereo not given)
50	Clc1ccc(CSc2nnc(Cn3cnc4ccccc43)o2)cc1
51	COc1ccc2[nH]c(C)c(CN3CCCCC3)c(=O)c2c1
52	Cc1nc2sc(C(c3ccccc3)N3CC(C)OC(C)C3)c(O)n2n1 (stereo not given)
53	CC12C=CC3(CN(Cc4ccccc4)C(=O)C3C1C(=O)NCc1ccco1)O2 (stereo not given)
54	CCn1c(SCC(=O)Nc2cc(C)on2)nc2c1c(=O)n(C)c(=O)n2C
55	COCCNC(=O)CN(C(=O)CCC(=O)Nc1cc(C)on1)c1ccccc1C
56	COC(=O)c1cn(NC(=O)c2ccncc2)c(=O)c2ccccc12

Assay by compound,49,50,51,52,53,54,55,56
RORa activator,-9,-1,9,4,-6,0,14,-14
E coli RNAP,4,7,3,0,5,-1,9,0
JNK3 inh,6,16,-2,-6,·,-4,1,·
CatB mixtures,4,4,1,2,5,2,-2,2
CatS inh,9,0,-2,-4,7,12,-10,-6
AP ELISA ortho,-10,5,2,14,5,21,-3,7
CatB block,3,2,6,1,0,-1,2,-1
ROCK2 blocker,2,-2,4,8,·,-10,8,·
PKA kinase inh,7,8,7,8,1,-15,13,6

# Compound profiles, as listed above. Order of screens: RORa activator | E coli RNAP | JNK3 inh | CatB mixtures | CatS inh | AP ELISA ortho | CatB block | ROCK2 blocker | PKA kinase inh
# COc1cc(C2NC(=O)NC(c3ccccc3)=C2C(C)=O)ccc1OCC(=O)O (stereo not given) in the list: -9 | 4 | 6 | 4 | 9 | -10 | 3 | 2 | 7
# COc1ccc2[nH]c(C)c(CN3CCCCC3)c(=O)c2c1 in the list: 9 | 3 | -2 | 1 | -2 | 2 | 6 | 4 | 7
# CC12C=CC3(CN(Cc4ccccc4)C(=O)C3C1C(=O)NCc1ccco1)O2 (stereo not given) in the list: -6 | 5 | · | 5 | 7 | 5 | 0 | · | 1
# COCCNC(=O)CN(C(=O)CCC(=O)Nc1cc(C)on1)c1ccccc1C in the list: 14 | 9 | 1 | -2 | -10 | -3 | 2 | 8 | 13
# CCn1c(SCC(=O)Nc2cc(C)on2)nc2c1c(=O)n(C)c(=O)n2C in the list: 0 | -1 | -4 | 2 | 12 | 21 | -1 | -10 | -15

# (list continues)
57	O=C(c1cccs1)N1CCN(Cc2ccc3c(c2)OCO3)CC1
58	COc1ccc(NC(=O)CN2CCN(c3ccc(Cl)cc3)CC2)c(OC)c1
59	Cc1ccc(-n2[nH]c(C)c(/C=N/n3c(C)nc4ccccc4c3=O)c2=O)cc1
60	CCOc1ccc(S(=O)(=O)N2Cc3ccccc3CC2C(=O)NCCCn2ccnc2)cc1 (stereo not given)
61	CCCc1[nH][nH]c(=O)c1C(c1ccccc1)C(C#N)C#N (stereo not given)

Assay by compound,57,58,59,60,61
RORa activator,-8,9,-6,-11,-15
E coli RNAP,7,7,-3,6,-3
JNK3 inh,3,-3,4,4,·
CatB mixtures,-6,0,0,-1,-1
CatS inh,-1,4,18,-5,10
AP ELISA ortho,-5,1,22,-9,14
CatB block,-8,2,2,-3,-2
ROCK2 blocker,5,7,-56,6,·
PKA kinase inh,10,14,-18,13,5

# Bioassay records from PubChem BioAssay.

# Only part of the results is shown. The share of hits here may be higher or lower than overall.
